Source: PubChem (several laboratories)
MEKK2 WT-MEK5: raises or lowers MEK5 binding to wildtype human MEKK2 PB1 domain; Q9Y2U5; binding response (% of control), % at 10 µM; bead flow cytometry, Alexa488-MEK5 binding to MEKK2 WT; actives lie on both sides; 290,000 compounds, 1.1% hits; in the data active means binding response below about 67% or above about 130%
MEKK2 mut-MEK5: signal of MEK5 binding to mutant human MEKK2 PB1 domain; 290,000 compounds, 0.35% hits; bead flow cytometry, Alexa488-MEK5 binding to MEKK2 mutant; percent response, % at 10 µM; in the data active means percent response above about 24%, passing the limit was not always enough; further: inactives centre near 1; some results filed as inactive read as strong as hits
CRFBP-R2 agonist: CRF-BP/CRF-R2 complex agonism; 350,000 compounds, 0.46% hits; HEK293 CRF-R2/CRF-BP, calcium dye fluorescence (FLIPR); percent of saturating CRF peptide response; activation, % at 13.2 µM;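 active means activation of at least 50%, plus an integration ratio under a set limit after plate pattern correction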;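 further: plate controls were neutral control wells without compound for no effect and CRF at EC100 for full effect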
CRFBP-R2 block: blocks CRF-induced signaling of the CRF-BP/CRF-R2 complex; HEK293 CRF-R2/CRF-BP, CRF-induced calcium fluorescence; inhibition, % at 11.8 µM; 350,000 compounds, 0.59% hits;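 active means inhibition of the ligand-induced calcium signal above about 50% at the single tested concentration, limit read from the data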
MEKK3 PB1 HTS: MEKK3-MEK5 PB1 interaction, increase or decrease; Q99759; 290,000 compounds, 1.4% hits; AID 1529; bead-based flow cytometry, Alexa488-MEK5 binding to MEKK3; actives lie on both sides; 0 = blocked by unlabeled MEK5, 100 = vehicle; binding response (% of control), % at 10 µM;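 active means binding response more than 3 SD above or below the average of its plate-row segment, actives on both sides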;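 further: Alexa488 bead fluorescence after subtracting the streptavidin-only scavenger bead signal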
GalR3 antagonist: blocks the human galanin receptor 3; 360,000 compounds, 0.44% hits; O60755; HEK293 GalR3-CNG cAMP membrane potential fluorescence; galR3 body fused to GalR1 C-terminus; inhibition, % at 3 µM;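 active means inhibition above the screen-wide average plus 3 SD, cut at about 13% in these data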;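 further: forskolin and galanin both at EC90 stimulate the cells; cAMP rise reported by CNG channel membrane potential dye signal; 0% = forskolin plus galanin with DMSO and 100% = forskolin alone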
Target sequence (O60755 1-299 limits assumed): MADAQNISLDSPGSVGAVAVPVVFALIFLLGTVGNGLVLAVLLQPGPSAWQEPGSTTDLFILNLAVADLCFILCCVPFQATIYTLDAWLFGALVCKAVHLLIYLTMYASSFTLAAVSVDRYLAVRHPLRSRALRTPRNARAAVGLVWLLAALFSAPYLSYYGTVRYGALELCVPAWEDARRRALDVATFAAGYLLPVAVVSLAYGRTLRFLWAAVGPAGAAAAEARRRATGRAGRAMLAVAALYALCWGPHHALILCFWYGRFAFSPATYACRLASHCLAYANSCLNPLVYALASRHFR
NS3 helicase inh: inhibitors of Hepatitis C virus NS3 helicase; NS3 helicase DNA unwinding, Cy5 molecular beacon fluorescence; inhibition, % at 10.9 µM; 290,000 compounds, 0.56% hits; AID 1800;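 active means inhibition above the mean of all tested compounds plus 3 SD, set per campaign, cut at about 35% in these data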;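 further: 0% = DMSO wells and 100% = thioflavine S control wells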
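Compound dosing – single dose, 10.9 µM nominal final, DMSO 0.8% final · System – NS3 helicase fragment of HCV · Buffer or medium – MOPS pH 6.5, MgCl2, DTT, Tween20, BSA · Signal – Cy5 beacon fluorescence read at start and 1 h · Also added – annealed dual-labelled DNA beacon duplex, ATP-started · Schedule – 1 h at 25 °C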
SUMO HTRF inh: SUMOylation inhibition; inhibition, % at 35 µM; P63279; HTRF SUMOylation assay, SAE1/SAE2 + UBC9, in vitro; AID 2006; 290,000 compounds, 0.36% hits; in the data active means inhibition above about 50%, passing the limit was not always enough; further: strong numbers were not always called active
Target sequence (P63279 whole entry, looked up): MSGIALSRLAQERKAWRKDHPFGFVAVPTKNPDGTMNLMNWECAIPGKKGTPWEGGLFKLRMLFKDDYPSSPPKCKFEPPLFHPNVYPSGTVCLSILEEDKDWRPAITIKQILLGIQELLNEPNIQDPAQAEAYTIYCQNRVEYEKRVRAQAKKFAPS
FID counter: displaces DNA intercalator in HCV helicase counter-screen | DNA fluorescent intercalator displacement, fluorescence | AID 1845 | inhibition, % at 7.9 µM | 290,000 compounds, 0.17% hits; in the data active means inhibition above about 37%;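 further: 0% = vehicle and 100% = reference compound; higher means more ethidium bromide displaced from hairpin DNA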
The depositor's hits bear a star; . = no result given. These rows are one share of the data, so the mix of outcomes need not match the whole.

SMILES	MEKK2 WT-MEK5	MEKK2 mut-MEK5	CRFBP-R2 agonist	CRFBP-R2 block	MEKK3 PB1 HTS	GalR3 antagonist	NS3 helicase inh	SUMO HTRF inh	FID counter
Cc1nc2cc(NC(=O)NCCCO)ccc2o1	91	-6	0.5	-11	102	-6	2	9	-3
CC1=C([N+](=O)[O-])C(c2ccc(O)c(O)c2)NC(=O)N1 (centres undefined)	103	1	-0.7	16	100	-10	-1	24	-1
S=c1[nH]nc(-c2ccco2)n1/N=C/c1ccc(Cl)cc1	94	7	-3.1	2	94	-4	33	-2	-8
CCn1cc(C(=O)NC2CCCCC2)c(=O)c2ccc(C)nc21	99	-1	-0.1	-13	89	-4	-1	12	-9
C=CCOC(=O)C1=C[C@H](C2CC2)[C@@H](CCCO)[C@H](OCC)O1	100	6	-0.1	-8	102	-4	-4	17	-32
CCCCCCN(C(=O)CCCCCN1C(=O)NC(c2ccc(-c3ccccc3)cc2)C(C(=O)OCc2ccccc2)=C1C)C(C(=O)NCCCC)c1ccc(-c2ccccc2)cc1 (centres undefined)	76	2	.	.	86	-5	.	14	.
CCCC(=O)NC(Nc1cc(C(F)(F)F)ccc1Cl)C(Cl)(Cl)Cl (centres undefined)	98	-1	-1.0	24	95	-5	-10	11	3
O=C(Nc1ccc(S(=O)(=O)N2CCCC2)cc1)c1ccc(CN2CCc3ccccc3C2)cc1	124	22	3.0	-12	103	96*	-73	-13	21
CC(C)Oc1cccc(C(=O)NC(=S)N2CCN(c3ccc(C(F)(F)F)cc3[N+](=O)[O-])CC2)c1	98	6	2.1	-19	99	-2	3	-5	-13
Cc1cc(/C=N/n2cnnc2)c(C)n1-c1cccc(C(=O)O)c1	103	3	-0.8	7	101	-10	-5	36	8
CCOCc1cn(CC(=O)c2ccc([N+](=O)[O-])cc2)c(C)nc1=N	104	1	0.8	36	101	-2	-14	19	6
Cc1ccc(-c2noc(C3CCCN(C(=O)c4ccc(F)cc4F)C3)n2)cc1 (centres undefined)	85	-9	-0.8	10	84	-8	-1	-9	-28
CCCOc1ccc(-c2csc3nc[nH]c(=O)c23)cc1	106	3	-0.2	2	104	-4	3	-2	-7
C[C@]12C[C@H](O)[C@H]3[C@@H](CCC4=CC(=O)CC[C@@]43C)[C@@H]1CC[C@@H]2C(=O)CO	94	5	0.8	-26	108	.	2	0	-14
Cc1cccc(-n2c(Cn3nc(C)c([N+](=O)[O-])c3C)n[nH]c2=S)c1	104	6	0.6	2	102	17*	-4	14	-3
O=C(NCc1ccccc1)C1CC2CCCC(C1)C2=O (centres undefined)	100	1	6.0	2	99	-3	-4	6	2
COc1cc2c(cc1OC)CN(C(=S)Nc1ccc(Cl)cc1)CC2	102	-1	-2.1	11	99	-5	-5	-7	-9
Cc1cnc(C(=O)OCC(=O)Nc2ccc(Cl)cc2Cl)cn1	111	17	-2.1	-3	110	-2	1	16	-1
S=C(NC1CCCCC1)N1CCc2[nH]c3ccccc3c2C1	102	10	-0.7	3	102	-2	-16	1	0
Cc1ccc(NC(=O)CCNC(=O)c2ccc(Cl)cc2)nc1	112	5	-2.9	12	104	-1	26	9	-19
FC(F)Oc1ccc(NC(=S)N2CCc3ccccc32)cc1	74	-16	-5.3	10	82	-6	-3	-3	-12
O=C(c1cc(N2C(=O)C3C4CCC(C4)C3C2=O)ccc1Cl)N1CCN(c2ccccc2)CC1 (centres undefined)	102	-1	0.8	3	100	5	-30	-7	-35
O=C(NC1CCCCCC1)C1c2ccccc2C(=O)N1C1CC1 (centres undefined)	114	9	3.5	7	111	.	-4	-20	-3
COc1ccc(C[C@H]2CN3C(=NC[C@@H]3Cc3ccc(O)cc3)N2C[C@H](C)NC(=O)CCC2CCCCC2)cc1	141*	17	-0.6	-4	115	-5	.	1	.

Profiles, quoted from the list. Order of values: MEKK2 WT-MEK5, MEKK2 mut-MEK5, CRFBP-R2 agonist, CRFBP-R2 block, MEKK3 PB1 HTS, GalR3 antagonist, NS3 helicase inh, SUMO HTRF inh, FID counter
Cc1ccc(NC(=O)CCNC(=O)c2ccc(Cl)cc2)nc1 in the list: 112, 5, -2.9, 12, 104, -1, 26, 9, -19
Cc1cnc(C(=O)OCC(=O)Nc2ccc(Cl)cc2Cl)cn1 in the list: 111, 17, -2.1, -3, 110, -2, 1, 16, -1
O=C(NC1CCCCCC1)C1c2ccccc2C(=O)N1C1CC1 (centres undefined) in the list: 114, 9, 3.5, 7, 111, ., -4, -20, -3
O=C(c1cc(N2C(=O)C3C4CCC(C4)C3C2=O)ccc1Cl)N1CCN(c2ccccc2)CC1 (centres undefined) in the list: 102, -1, 0.8, 3, 100, 5, -30, -7, -35
CCCOc1ccc(-c2csc3nc[nH]c(=O)c23)cc1 in the list: 106, 3, -0.2, 2, 104, -4, 3, -2, -7

Next structures.
SMILES	MEKK2 WT-MEK5	MEKK2 mut-MEK5	CRFBP-R2 agonist	CRFBP-R2 block	MEKK3 PB1 HTS	GalR3 antagonist	NS3 helicase inh	SUMO HTRF inh	FID counter
Cc1cc(C)c2c(-n3cccc3)c(C(=O)NNS(=O)(=O)c3ccc(Cl)cc3)sc2n1	102	0	-0.7	32	99	-2	14	3	-35
O=C(COC(=O)c1cccnc1)Nc1ccc2c(c1)OCO2	96	-6	-0.4	2	100	14*	2	18	0
NC(=O)CC(NC(=O)Cc1cccc2ccccc12)c1ccc(NCc2ccc(F)c(F)c2)c([N+](=O)[O-])c1 (centres undefined)	102	4	1.3	-8	102	-4	.	41	.
CC(=O)Nc1cccc(-c2csc(Nc3cc(C)ccn3)n2)c1	94	-5	-1.6	-35	89	-4	-20	-4	-7
Cc1c(N2CCCC2)cc2c(c1NC(=O)c1ccccc1Cl)C(C)(C)CC2(C)C	94	1	-2.7	19	102	-5	-6	8	-16
Cc1ccc(-n2c(COc3cccc(C)c3)n[nH]c2=S)cc1	89	-11	0.6	-24	97	-3	4	17	-2
COc1ccc(-c2ccc(C(=O)C3CC3)cc2)cc1	103	7	-1.0	-5	105	-14	1	20	-9
COc1ccccc1CC(=O)Nc1cccc(S(=O)(=O)N2CCOCC2)c1	103	3	-0.6	7	101	-3	4	10	-12
CCCNC(=S)Nc1cccc(C(F)(F)F)c1	102	-2	-0.6	4	103	-2	7	-2	3
O=C(Nc1ccc(-c2nc3ccccc3[nH]2)cc1)c1c(F)c(F)c(F)c(F)c1F	100	1	1.1	27	104	-2	-4	29	0
COc1ccc(CN2CCC(C(=O)c3ccc(Cl)cc3)CC2)cc1	124	2	1.4	-4	106	-9	-8	2	8
CCOc1ccccc1N1CCN(Cc2ccc(Br)s2)CC1	105	-4	0.3	-11	103	-4	-5	2	0
O=C(COC(=O)/C=C/c1ccc([N+](=O)[O-])cc1)NCc1ccco1	100	2	-2.2	16	106	-6	29	11	5
COc1ccc2ccccc2c1/C=N/NC(=O)c1ccc([N+](=O)[O-])cc1	104	7	-0.1	-10	104	-4	7	19	-3
CNC(=S)NNC(=O)c1ccccc1F	103	-2	-0.5	-6	111	-1	4	-3	0
COc1cccc(CN2CCN(c3nc4nonc4nc3NC3CC3)CC2)c1	89	0	-0.1	-1	96	-5	-13	0	-3
CCOc1c2ccoc2nc2c(OC)c(OC)ccc12	96	1	-0.1	15	100	-5	15	32	-15
CCOC(=O)c1ccc(NC(=O)Nc2ccn(C)n2)cc1	105	-7	-2.2	-1	102	.	-7	10	-6
COc1cc(-c2noc(C)c2C(=O)NCCc2c[nH]c3ccccc23)cc(OC)c1OC	102	6	-0.4	8	98	-6	-6	-7	-30
CCOC(=O)CCCCC(=O)c1[nH]c(=O)[nH]c1CSc1nc(-c2ccccc2)c(C#N)c(=O)[nH]1	103	2	1.1	6	100	-4	14	21	-21
O=C(C1=C[C@@H](c2ccc(Br)cc2)C[C@@H](OCCCCO)O1)N1CCN(Cc2ccccc2)CC1	101	4	-0.5	0	100	3	-6	12	-26
Cc1cc(C)cc(NC(=O)Nc2cccnc2)c1	100	4	-0.2	7	102	-4	8	14	-10
CCN(Cc1cc2ccccc2[nH]c1=O)S(=O)(=O)c1ccc(OC)cc1	99	-1	-1.0	-10	99	3	-9	-5	-30
Cc1ccc(C2CC2c2n[nH]c(=S)n2-c2cccc(C)c2)cc1 (centres undefined)	97	-2	-4.5	-24	99	4	2	12	-32
Oc1ccccc1CNn1cnnc1	99	-7	-0.7	-24	95	4	3	3	4
Cc1ccc(S(=O)(=O)N2CCN(C(=O)C3CCN(C(=O)c4ccccc4C)CC3)CC2)cc1C	88	-12	0.4	4	86	-5	3	3	-48
O=C(OCc1cnc(Cl)s1)c1cccs1	103	0	-0.6	2	100	-9	2	10	0
CCC(=O)N1CCN(c2ccc(NC(=O)c3ccccc3)cc2)CC1	93	-5	-1.4	19	99	6	-2	10	-13
CC(C)NC(=O)COc1ccc2c(c1)C(=O)CC(C)(C)O2	106	4	1.7	-5	101	-1	11	33	-8
CC(=O)Nc1ccc(C(=O)NNC(=O)c2ccc(Cl)cc2Cl)cc1	100	7	-0.8	7	99	-8	-21	-4	-22
Nc1ccc(C(=O)OCc2nc3c(ccc4ccccc43)[nH]2)cc1	95	-1	-0.8	-22	91	0	-5	-21	-3
Cc1nc(C(=O)Nc2cc(Cl)ccc2Cl)nn1-c1cc(OC(C)C)c(Cl)cc1Cl	99	3	0.2	0	104	-1	-1	-24	-6
O=C(c1ccc(F)cc1)N1CCOCC1	101	-1	-1.8	12	96	-4	-3	1	-1
O=C(NCCO)C(=O)c1c(-c2ccccc2)cc2ccccn12	102	-1	-3.8	1	101	-1	-5	22	-3
Cc1ccc2nc(NCCCO)[nH]c2c1	102	-1	-2.8	-1	96	-4	-3	.	-7
